High-throughput results from PubChem.
GalR3 antag: human GalR3 antagonism | O60755 | HEK293 GalR3-CNG cAMP membrane potential fluorescence; galR3 body fused to GalR1 C-terminus | inhibition, % at 3 µM | hit rate 0.44% among 360,000;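 active = inhibition above the screen-wide average plus 3 SD, cut at about 13% in these data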;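 also: forskolin and galanin both at EC90 stimulate the cells; cAMP rise reported by CNG channel membrane potential dye signal; 0% = forskolin plus galanin with DMSO and 100% = forskolin alone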
Target sequence (O60755 1-299 limits assumed): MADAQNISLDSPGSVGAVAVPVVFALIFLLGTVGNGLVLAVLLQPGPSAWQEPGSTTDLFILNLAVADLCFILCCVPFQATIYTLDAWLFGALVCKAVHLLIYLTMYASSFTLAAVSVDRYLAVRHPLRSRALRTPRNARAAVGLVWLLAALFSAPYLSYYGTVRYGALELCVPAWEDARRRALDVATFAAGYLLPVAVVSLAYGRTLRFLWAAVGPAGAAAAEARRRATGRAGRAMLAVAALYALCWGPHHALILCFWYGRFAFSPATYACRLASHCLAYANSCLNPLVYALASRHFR
* marks the source's active call; other numbers are inactive results.

compound,GalR3 antag
CC(C)(C)NC(=O)C1(C)CCC(=O)N1C1CCN(Cc2ccccc2)CC1 (stereo unspecified),-8
COc1cc2c(cc1OC)CN(C(=O)CCNC(=O)c1ccc(Br)cc1)CC2,-2
CC(=O)c1cccc(NC(=O)C(C)OC(=O)c2cc(C)oc2C)c1 (stereo unspecified),-4
COCCN(Cc1ccc(OC)cc1)c1c(C)nc2ccc(C(=O)Nc3ccc(NC(C)=O)cc3)cn12,-1
CC(C)(C)OC(=O)N[C@H]1C=C[C@@H](CC(=O)OCC(F)(F)F)C1,-1
COc1ccc(CN2C(=O)CCC2(C)c2nnnn2C2CCCCC2)cc1 (stereo unspecified),-5
CCOC(=O)C1(C)CCN1C(=O)c1ccc(C(C)(C)C)cc1 (stereo unspecified),-6
Cc1cccc(C)c1NC(=O)C1C(c2ccc3c(c2)OCO3)=Nc2ccccc2N1C(=O)c1ccccc1 (stereo unspecified),-10

compound,GalR3 antag
O=C(NNC(=O)c1ccncc1)Nc1cc(Cl)ccc1Cl,-3
CC(C)Oc1ccc(F)cc1-c1cc(C(=O)NC2CCCCC2)[nH]n1,-10
COC(=O)C[C@@H]1C=C[C@@H](NC(=O)c2ccccc2F)[C@@H](CO)O1,0
O=C(NCCO)OC1CC2CC1[C@H]1CCCCN1C2=O (stereo partly specified),-6
Cc1cc(N2CCN(C(C(=O)NC3CCCC3)C(C)(C)C)CC2)c2ccccc2n1 (stereo unspecified),-7
Cc1cccc(NC(=S)N2CCC(C(=O)c3ccc(F)cc3)CC2)c1,-9
Cc1ccc([C@H]2C[C@H](n3cc(C4CC4)nn3)[C@@H](O)CN2C(=O)C2CCCCC2)cc1,-7
COC(=O)C1=CN(c2ccc(OC)cc2)C(N)=C(C#N)C1c1cccc2ccccc12 (stereo unspecified),-11

A second format for part of the listing above:
Structure: O=C(NCCO)OC1CC2CC1[C@H]1CCCCN1C2=O (stereo partly specified)
  GalR3 antag: -6

Structure: Cc1cc(N2CCN(C(C(=O)NC3CCCC3)C(C)(C)C)CC2)c2ccccc2n1 (stereo unspecified)
  GalR3 antag: -7

Structure: Cc1cccc(NC(=S)N2CCC(C(=O)c3ccc(F)cc3)CC2)c1
  GalR3 antag: -9

Structure: Cc1ccc([C@H]2C[C@H](n3cc(C4CC4)nn3)[C@@H](O)CN2C(=O)C2CCCCC2)cc1
  GalR3 antag: -7

Other results follow:
compound,GalR3 antag
CC(NC(=O)c1ccc(C(=O)c2ccccc2)cc1)c1ccc(S(N)(=O)=O)cc1 (stereo unspecified),-3
CC(C)C[C@@H](CN1CCC[C@H]1CN1C(=O)C(=O)NC[C@@H]1Cc1ccccc1)N1C[C@H](Cc2ccc(O)cc2)N(CC2CCCCC2)C(=O)C1=O,-6
c1csc(CCCN2CCCCC2)c1,-4
CCCCCc1c(-c2ccccc2)ncn1CCc1ccccc1OC,-10
O=C(N[C@H]1C/C=C\C(c2ccc(F)cc2)N(Cc2ccccc2)C(=O)C1)OCC1c2ccccc2-c2ccccc21 (stereo partly specified),3
CCCC#Cc1ccc2c(c1)O[C@H](CN(C)C(=O)CC1CC1)[C@H](C)CN([C@@H](C)CO)S2(=O)=O,-4
CCCS(=O)(=O)NC(=O)C1(C)CCCN(C(=O)c2oc3ccccc3c2C)C1 (stereo unspecified),-8
O=C(COC(=O)c1cc[n+]([O-])cc1)Nc1ccc([N+](=O)[O-])cc1C(F)(F)F,-5

compound,GalR3 antag
CC(=O)C[C@H]1SC[C@@H](C(C)C)N1S(=O)(=O)c1ccc(C)cc1,-7
O=C(CC[C@H]1O[C@@H](n2cnc3c(NC(=O)c4ccccc4)ncnc32)[C@H](O)[C@@H]1O)NCc1ccc(OC(F)(F)F)cc1,-5
Cc1ccc2cccc(OC(=O)c3c(F)cccc3Cl)c2n1,0
O=c1[nH]c(=S)[nH]c2c1[C@H](CCc1cccc(Cl)c1)O[C@H](C1CC1)C2,-7
Cc1cccc(CN2[C@H](COCc3ccccc3)C=CS2(=O)=O)c1,-5
C#CCOCCOCCOCCNc1nc(N2CCN(C(=O)Cn3cc(CCO)nn3)CC2)nc(N2CCN(C(=O)[C@H](CCCCN)n3cc(CC(C)O)nn3)CC2)n1 (stereo partly specified),-6
COc1ccc(C(C#N)CC(=O)c2ccc3c(c2)OCO3)cc1OC (stereo unspecified),-5
CN1CC[C@@H]2C(=O)N3CCc4ccc(-c5ccc6c(c5)OCO6)cc4[C@@H]3C[C@@H]21,-4

compound,GalR3 antag
Cc1ccc(S(=O)(=O)N2[C@@H](c3cccc(Cl)c3)C(C(=O)OC(C)(C)C)=CC[C@H]2c2ccc(C(C)C)cc2)cc1,-7
CC(C)Oc1ccc(S(=O)(=O)N2CCOCC2)cc1NC(=O)CC1CC2CCC1C2 (stereo unspecified),-3
CC(=O)C1=C(C)N(Cc2ccc(Br)cc2)C(=S)NC1c1cccc(F)c1 (stereo unspecified),-9
O=C1OCC2=Nc3cccc4cccc(c34)N12,-3
CC1(C(=O)NS(=O)(=O)c2ccc(Cl)cc2)CCN1C(=O)c1ccco1 (stereo unspecified),-6
COc1ccc(CNC(=O)CCNC(=O)C2CCN(S(=O)(=O)c3ccc(OC)cc3)CC2)cc1,-9
Cc1ccc(NC(=O)CN2C(=O)NC(C)(C)C2=O)cc1S(=O)(=O)N1CCCCCC1,-6
CC(C)(C)OC(=O)N(CCc1ccccc1)Cc1ccc(OCc2cccc(NC(=O)C3CCC3)c2)cc1,-1

compound,GalR3 antag
COc1ccc(C(=O)NCC(=O)OCC(=O)c2c[nH]c3ccccc23)cc1,-6
COc1ncnc2c1ncn2CCCNCc1ccc2c(c1)OCO2,-8
CCOC(=O)C1=CCN(S(=O)(=O)c2ccccc2C)C1c1ccc(C)cc1 (stereo unspecified),-9
Cc1ccc(S(=O)(=O)N2CCCCC2)cc1NC(=O)COC(=O)C1CC1,-6
O=C(NCc1cccc(C(F)(F)F)c1)c1ccc2sc([C@H]3C[C@H](O)[C@@H](CO)O3)nc2c1,0
CCc1ccc(C(O)c2ncc(-c3ccccc3C)[nH]2)cc1 (stereo unspecified),3
COc1ccc(S(=O)(=O)N2CCN(C(=O)c3ccccn3)CC2)cc1,0
CCOC(=O)C1(C)CCN1C(=O)c1ccc(OC)c(OC)c1 (stereo unspecified),-7

compound,GalR3 antag
Cc1ccc(S(=O)(=O)N2[C@@H](CO)CO[C@H]2CC(=O)c2cccc3ccccc23)cc1,-6
O=C(NCc1ccccc1)c1ccc(C(=O)NCc2ccccc2)cc1,-4
Cc1cn([C@H]2C[C@H](O)[C@@H](/C=C/C(=O)NCCc3cccnc3)O2)c(=O)[nH]c1=O,-1
Cc1ccc(S(=O)(=O)N2[C@H](CC(=O)c3cccc4ccccc34)OC[C@@H]2C)cc1,-1
Cc1cccc(C(=O)NC2CCN(S(=O)(=O)c3cccc(F)c3)CC2)c1,-9
O=C(Nc1ncccc1O)c1cccc(S(=O)(=O)N2CCN(c3ccc(F)cc3)CC2)c1,-5
O=P(c1ccccc1)(c1ccccc1)C(O)c1cccs1 (stereo unspecified),-6
CSCCC(c1nc2ccccc2[nH]1)n1c(-c2ccc3ncccc3c2)nc2ccccc21 (stereo unspecified),-7

compound,GalR3 antag
COc1ccc(C=CC(O)CCN2CCC3CCC(C3)C2)cc1 (stereo unspecified),-7
C[C@@H]1CN([C@H](C)CO)C(=O)CCCn2cc(nn2)CO[C@H]1CN(C)C(=O)Nc1ccccc1F,-7
CCN(CC)C(=O)C1=C(C)N(Cc2ccc(F)cc2)C(=O)C(CC(=O)NC2CCCC2)C1 (stereo unspecified),-5
CN1CCN(C(=O)c2cc3c(c(-c4cccc(-c5cccnc5)c4)n2)[C@H](CCO)N(C(=O)CC2CC2)C3)CC1,-4
CC1(C(=O)NS(=O)(=O)C2CC2)CCCN(C(=O)c2ccc(C(F)(F)F)cc2)C1 (stereo unspecified),-5
CCCNC(=O)C1(C)CCCN(Cc2ccc(Cl)cc2)C1 (stereo unspecified),2
COc1cccc(CNc2nc3cc(-c4cccc(C(=O)NCCO)c4)sc3c(=O)n2C)c1,-6
C=CCCC1CN(Cc2ccc(OC)cc2)S(=O)(=O)c2c(cccc2Sc2ccc(OC)c(OC)c2)O1 (stereo unspecified),-5

compound,GalR3 antag
COc1ccc(-c2cc(N3CCN(CCO)CC3)n3nccc3n2)cc1,-6
COc1ccc(CNC(=O)c2cn(Cc3ccc(OC(C)=O)cc3)c(=O)s2)cc1,-2
COC(=O)c1ccc(Cn2c(C)c(C(=O)NCc3cccc(C(F)(F)F)c3)sc2=O)o1,-1
COc1cccc(CNC(=O)c2cc(S(=O)(=O)N3CCCCC3)ccc2C)c1,-8
CC(C)C[C@H]1CN([C@@H](Cc2ccccc2)CN2CCC[C@@H]2CN2C(=O)C(=O)NC[C@@H]2Cc2ccc(O)cc2)C(=O)C(=O)N1CCc1ccccc1,-6
CCN(CC)S(=O)(=O)c1ccc(O)c(NC(=O)COc2ccc(S(=O)(=O)N3CCOCC3)cc2)c1,1
CC(C)(C)OC(=O)N1CCC(C(=O)Nc2ccc(C(=O)N3CCCC3)cc2)CC1,-7
Cc1ccc2c(c1)-c1cc(C)ccc1C2=O,-3

compound,GalR3 antag
Fc1cccc(Cc2c(-c3ccco3)nc3c4ccccc4ccn23)c1,-5
CN(CC(=O)Nc1ccc(Cl)c(C(F)(F)F)c1)C(=O)COc1cccc2cccnc12,-3
COC(=O)C[C@@H]1CC[C@H](NC(=O)Cc2ccccn2)[C@@H](CO)O1,-4
COc1cccc(NC(=O)CN(C)C(=O)CCNC(=O)c2ccccc2OC)c1,1
OC[C@@H]1CN(CCN2CCOCC2)C[C@H](n2cnc3c(NC4CC4)ncnc32)O1,-2
O=C(CCN1CCCCO1)NC1CCCc2c1cnn2-c1ccc(F)cc1F (stereo unspecified),-8
CN(C)c1ccc(-c2ccnc3c2CC(C)(C(=O)Nc2ccc(Cl)c(C(F)(F)F)c2)O3)cc1 (stereo unspecified),4
CN1CCOc2c1cnn(CCO)c2=O,2

compound,GalR3 antag
C[C@@H]1CNC(=O)c2c(C(=O)Nc3ccc(CNC(=O)OC(C)(C)C)cc3)ncn21,-6
COc1cccc(C(C)(O)c2nc(-c3ccc(OC)nc3)cs2)c1 (stereo unspecified),-7
CCCCNC(=O)c1nc(C2CCN(S(=O)(=O)c3c(F)cccc3F)CC2)oc1-c1cccc(C(F)(F)F)c1,-6
Cc1noc(C)c1NC(=O)N(C)C[C@H]1OCCCC[C@@H](C)Oc2ccc(NS(=O)(=O)c3ccccc3)cc2C(=O)N([C@H](C)CO)C[C@@H]1C,3
O=C1NN(CCO)C(=S)Nc2ccccc21,-2
OC(c1ccccc1)c1nc(-c2csc3ccccc23)cs1 (stereo unspecified),-5
Cc1c(NS(=O)(=O)c2cccc(C(=O)Nc3cccc(F)c3)c2)c(=O)n(-c2ccccc2)n1C,-5
Cc1ccc(NC(=S)N2CCC(C(=O)c3ccc(F)cc3)CC2)cc1C,-4

compound,GalR3 antag
COc1ccc(C2=Nc3ccccc3NC(=O)C2N(CCc2ccccc2)C(=O)c2cccs2)cc1 (stereo unspecified),-4
CC(C)(C)OC(=O)N1CCC(C(=O)Nc2cccc(C(=O)NCCc3ccccc3)c2)CC1,-1
COc1cc(CCC(=O)OCC(=O)Nc2cc(S(=O)(=O)N3CCOCC3)ccc2Cl)cc(OC)c1OC,-1
COc1ccc([C@@H]2C[C@H]3[C@@H](CN2S(=O)(=O)c2ccccc2)C(=O)C[C@@H](c2ccc(C)cc2)N3S(=O)(=O)c2ccc(C)cc2)cc1,-7
O=C(Nc1ccccc1)Nc1nnc([C@H]2C[C@H](O)[C@@H](CO)O2)s1,-8
N#Cc1cccnc1N1CCN(C(=O)c2[nH]c(C(F)(F)F)nc2-c2ccccc2)CC1,-4
COCCNC(=O)c1[nH]c(C(F)(F)F)nc1-c1ccccc1,-6
C=CCN1C(=O)c2n[nH]c(COC)c2C1c1ccc2c(c1)OCO2 (stereo unspecified),-7

compound,GalR3 antag
CN(C)S(=O)(=O)c1cccc(C(=O)N2CCN(S(=O)(=O)c3ccc4c(c3)OCCO4)CC2)c1,-4
Cc1ccc(C(=O)OCC(=O)c2c[nH]c3ccccc23)cc1S(=O)(=O)N1CCOCC1,-4
CC[C@]12c3[nH]c4cc(-c5ccco5)ccc4c3CCN1C(=O)[C@@H](CC(=O)NCc1ccc(OC)c(OC)c1)C[C@@H]2C(=O)N1CCN(C(=O)c2ccco2)CC1,-2
COc1cc(C(O)c2nc(-c3cccc(C(C)C)c3)cs2)ccc1F (stereo unspecified),-7
CCCCNC(=O)C[C@@H]1C[C@@]2(C(=O)OCC)CCCC=C2N(Cc2ccc(Cl)cc2Cl)C1=O,-7
CCCCCCN1C[C@H](O)[C@@H](n2cc(C3CC3)nn2)C[C@@H]1c1ccc(Cl)cc1,-4
CCNc1ncnc2c1cnn2C1CCCO1 (stereo unspecified),-4
COc1ccc(C(=O)N/C(=C\c2cn(S(=O)(=O)N(C)C)c3ccccc23)C(=O)N2CCCC2)cc1,-5

compound,GalR3 antag
CCCCn1c(N)c(N(CCOC)C(=O)c2oc3ccc(Br)cc3c2C)c(=O)[nH]c1=O,2
COc1ccc(NC(=O)CCCOc2ccc(C(C)=O)cc2)cc1S(=O)(=O)N1CCCCC1,-4
O=C(CCNC(=O)c1ccc([N+](=O)[O-])cc1)NCC1COc2ccccc2O1 (stereo unspecified),-3
CC1CN(C(C)C)C(=S)NC1=O (stereo unspecified),-3
COc1ccc([C@H]2C[C@H](O)[C@@H](n3cc(COC(=O)c4ccccc4)nn3)CN2Cc2cccs2)cc1,-5
O=C1c2ccccc2C(c2nnnn2Cc2ccccc2)N1Cc1cccnc1 (stereo unspecified),-3

Some of the compounds tested; rates above refer to the full screens.
